SRC3 TRFRET art – counter-screen for PPARgamma SRC-3 recruitment agonists: TR-FRET artefact; PPARgamma/SRC-3 format; active compounds read high; TR-FRET ratio at 8 µM; 0.39% of 99,000 active; AID 1048; in the data active = TR-FRET ratio above about 2000; note: inactives centre near 1600; reference of the scale not given here
SRC1 TRFRET art – flags TR-FRET format artefacts in PPARgamma SRC-1 recruitment agonist screen | TR-FRET ratio at 8 µM | TR-FRET detection artefact counter-screen, emission ratio; active compounds read high | 0.34% of 99,000 active; in the data active = TR-FRET ratio above about 2300; note: inactives centre near 1800; reference of the scale not given here
* hit, by the source's call. An excerpt; rates above refer to the full screens.

Molecule	SRC3 TRFRET art	SRC1 TRFRET art
CCC(C)N1C(=O)NC(=O)C2(Cc3cc(C)ccc3N(C)C2)C1=O (stereo not drawn)	1606	1694
O=C1NC(=O)C(=Cc2ccccc2OCCOc2ccc([N+](=O)[O-])cc2)C(=O)N1	1570	1858
CCCCn1c(=O)c(C(=O)Nc2ccsc2C(=O)OC)c(O)c2ccccc21	1367	1469
CCCc1nnc(NC(=O)CCC(=O)N2CCN(CCOC(c3ccccc3)c3ccccc3)CC2)s1	1655	1837
O=c1c2ccccc2nc(-c2ccc(Cl)cc2Cl)n1-c1nccs1	1716	1817
COc1cc(C(c2c(O)c3ccccc3oc2=O)c2c(C)n(C)n(-c3ccccc3)c2=O)ccc1O (stereo not drawn)	1422	1583
CNC(=O)OCCc1nccn1C	1601	1987
CCN1C(=O)CC(c2cccnc2)=Nc2ccccc21	1449	1641
CCNC(=O)NC(=O)C(C)OC(=O)c1c(C)nn(Cc2ccccc2)c1Cl (stereo not drawn)	1644	1749
Cn1c(=O)c2c(nc(N/N=C/c3c(O)n(-c4ccccc4)c(=S)[nH]c3=O)n2C)n(C)c1=O	1645	1913

Profiles, quoted from the list.
Shown for Cn1c(=O)c2c(nc(N/N=C/c3c(O)n(-c4ccccc4)c(=S)[nH]c3=O)n2C)n(C)c1=O → SRC3 TRFRET art = 1645; SRC1 TRFRET art = 1913
Shown for CCN1C(=O)CC(c2cccnc2)=Nc2ccccc21 → SRC3 TRFRET art = 1449; SRC1 TRFRET art = 1641
Shown for O=C1NC(=O)C(=Cc2ccccc2OCCOc2ccc([N+](=O)[O-])cc2)C(=O)N1 → SRC3 TRFRET art = 1570; SRC1 TRFRET art = 1858

Among those listed so far, these contain a carbonyl joined to an NH by a bond outside any ring:
Molecule	SRC3 TRFRET art	SRC1 TRFRET art
CCCCn1c(=O)c(C(=O)Nc2ccsc2C(=O)OC)c(O)c2ccccc21	1367	1469
CCCc1nnc(NC(=O)CCC(=O)N2CCN(CCOC(c3ccccc3)c3ccccc3)CC2)s1	1655	1837
CNC(=O)OCCc1nccn1C	1601	1987
CCNC(=O)NC(=O)C(C)OC(=O)c1c(C)nn(Cc2ccccc2)c1Cl (stereo not drawn)	1644	1749

Following part.
Molecule	SRC3 TRFRET art	SRC1 TRFRET art
CCOCCCNC(=O)C1c2cc(OC)c(OC)cc2C(=O)N2CCCCC12 (stereo not drawn)	1673	1750
CCn1cc(C(=O)N2CCCCC2)c2ccccc21	1542	1610
COc1ccc(N2C(=O)NC(=O)/C(=C/c3ccc(N4CCOCC4)cc3)C2=O)cc1	1654	1931
CSc1ccccc1C(=O)C1CCCN(Cc2ccn[nH]2)C1 (stereo not drawn)	1848	1889
C/C(=N\N1CCN(C)CC1)c1c(O)[nH]c(=O)[nH]c1=O	1509	1873
CCOC(=O)C1(CCOc2ccccc2)CCN(Cc2ccc(C)s2)CC1	1500	2002
CCOC(=O)C(NC(=O)CCl)(Nc1ccc(C(O)(C(=O)OCC)C(F)(F)F)cc1)C(F)(F)F (stereo not drawn)	1571	1891
CCCCCn1c(=O)c(C(=O)Nc2cnccn2)c(O)c2ccccc21	1622	1679
COc1ccc(CCNCc2ccc(C)s2)cc1OC	1633	1883
Cn1cccc1/C=C1\C(=O)NC(=O)N(Cc2ccco2)C1=O	1613	1853
C(#CCN1CCCCC1)COCc1ccccc1	1701	1513
Cc1ccc2c(c1)C1CN(C)CCC1N2C(=O)c1cn(-c2ccccc2)nc1-c1ccccc1 (stereo not drawn)	1516	1673
CCOC(=O)c1c(NC(NC(=O)CF)C(Cl)(Cl)Cl)sc2c1CCCC2 (stereo not drawn)	1634	1926
CN1C(=O)C(=Cc2ccc(N(C)C)c([N+](=O)[O-])c2)C(=O)N(C)C1=O	1498	1934
CN1C[C@H](CO)C=C2c3cccc4[nH]cc(c34)C[C@H]21	1799	2052
CC(C)COP(=O)(OCC(C)C)C(O)c1cccnc1 (stereo not drawn)	1542	1546
COc1ccc(C2(C#N)CCN(C)CC2)cc1	1648	1856
O=C1NC(=O)C(=Cc2coc3ccccc3c2=O)C(=O)N1	1689	1954
CC(=O)O[C@@H]1[C@H]2CC[C@@H]3[C@]1(C[C@@H](OC(C)=O)[C@@]1(O)C([C@@H]4O[C@@H]4C1(C)C)[C@]3(C)O)C[C@@]2(C)O (stereo partly drawn)	1763	1825
O=C(c1ccc(Cl)cc1)C1CCCN(Cc2cccc3cccnc23)C1 (stereo not drawn)	1328	1406
Cc1ccc(N/N=C/c2c(O)n(-c3ccccc3)c(=O)[nH]c2=O)cc1	1622	1760
CCOC(=O)c1sc(N=Nc2c(O)[nH]c(=O)[nH]c2=O)c(C(=O)OCC)c1C	1788	2256
N/C(=N\[N+](=O)[O-])NCCCC(NC(=O)CNC(=O)c1ccccc1)C(=O)O (stereo not drawn)	1426	1964
COc1ccc(N2C(=O)NC(=O)/C(=C/c3cccc(OC(=O)c4cccs4)c3)C2=O)cc1Cl	1561	1891
O=C(COc1ccccc1)N1CCN(CCN2C(=O)c3cccc4cccc(c34)C2=O)CC1	1640	1956
Cc1ccc(-n2c(C)cc(/C=C3/C(=O)NC(=O)N(Cc4ccco4)C3=O)c2C)cc1	1598	1980
c1ccc2sc(NC3=NCCN3)nc2c1	1611	1904
CC(NC(=O)Cc1cccc2ccccc12)C(=O)N1CCC(=O)CC1 (stereo not drawn)	1643	1922
COP(=O)(OC)C(Nc1ccccn1)c1ccccc1 (stereo not drawn)	1739	1906
C=COCCn1c(C)c(C(C)=O)c2cc(O)ccc21	1634	1821
CCC[N+]12CCC(CC1)C(=C(c1ccccc1)c1ccccc1)C2	1590	1847
O=c1cccc2n1CC1CC2CN(c2nc(N3CCCCC3)nc(N3CCCCC3)n2)C1 (stereo not drawn)	1438	1528
O=C(COc1ccccc1)N1CCN(Cc2c[nH]c3ccccc23)CC1	1706	1887
Cc1cccc(OCC(=O)N2CCN(Cc3ccc4c(c3)OCO4)CC2)c1	1267	1741
COc1ccc(NC(=O)N2CCC3(CC2)OCCO3)cc1OC	1422	1688
CCn1ccnc1CN1CCCC(C(=O)c2ccc(SC)cc2)C1 (stereo not drawn)	1707	1848
CCN(CC)c1ccc(CNCCc2ccc(F)cc2)cc1	1563	1802
CCc1ccc(-c2nn(Cc3ccccc3)cc2C=O)cc1	1616	1929
CN1C(=O)C(=Cc2ccccc2OCc2ccc(C(=O)O)cc2)C(=O)N(C)C1=O	1629	1896
CN1C(=O)c2ccccc2NC(=O)[C@]12O[C@@H]2c1ccccc1	1709	1892
COc1cccc(C(=O)C2CCCN(Cc3ccc4nsnc4c3)C2)c1 (stereo not drawn)	1826	1965
CN1CCN(C(=O)OC2c3nccnc3C(=O)N2c2ccc(Cl)cn2)CC1 (stereo not drawn)	1658	1816
CCOC(=O)c1cc(C)sc1/N=C/C1C(=O)NC(=S)NC1=O	1590	1594
C[C@@H]1O[C@@H](O[C@H]2C[C@@H](O)[C@]3(CO)[C@H]4[C@H](O)C[C@]5(C)[C@@H](C6=CC(=O)OC6)CC[C@]5(O)[C@@H]4CC[C@]3(O)C2)[C@H](O)[C@H](O)[C@H]1O	1520	1719
COc1ccc(OC)c([C@@H](O)[C@H](C)NC(C)(C)C)c1	1541	1634
O=c1[nH]c(=O)n(Cc2ccccc2Cl)c(O)c1C=Nc1ccc(F)cc1	1372	1817
O=C1CC(N2CC=C(c3ccccc3)CC2)C(=O)N1c1ccc(F)cc1 (stereo not drawn)	1555	1715
CCCC(=O)NC(Oc1ccc(OC)cc1)C(Cl)(Cl)Cl (stereo not drawn)	1615	1726
c1ccc2c(CN3CCCCCC3)c[nH]c2c1	1346	1517
CCN1CCN(C(=O)Cc2c(C)n(C(=O)c3ccc(Cl)cc3)c3ccc(OC)cc23)CC1	1564	1889

(cont.)
Molecule	SRC3 TRFRET art	SRC1 TRFRET art
COC(=O)CC1=C(C(=O)OC)C2(C(=O)N(C)c3ccccc32)C(C#N)=C(N)O1 (stereo not drawn)	1394	1820
O=C(NCCN1CCOCC1)c1ccc(Cl)nc1Cl	1674	1897
CC12CN3CC(C)(CN(C1)C3c1cccs1)C2=O (stereo not drawn)	1657	1747
Cc1nonc1OCCNc1ccc([N+](=O)[O-])c2cccnc12	1627	1770
Cc1cc(N2CCCCC2)ccc1C=C1C(=O)N(C)C(=S)N(C)C1=O	1488	1732
Cc1ccc(CN2CCN(Cc3ccccc3F)CC2)cc1	1570	1647
O=C1NC(=O)N(Cc2ccccc2)C(=O)/C1=C/c1cnn(-c2ccccc2)c1	1665	1994
CCN1C(=O)C(=C/C=C/c2ccco2)C(=O)N(CC)C1=S	1694	1875
Cc1ncc(CN2CCCC(C(=O)c3ccc(C(C)(C)C)cc3)C2)s1 (stereo not drawn)	1723	1849
O=c1[nH]c2ccccc2o1	1444	1726

More results follow:
Under each structure: SRC3 TRFRET art | SRC1 TRFRET art
> C[C@@H]1C(=O)O[C@@H]2[C@H](O)C34[C@@H]5OC(=O)C3(O[C@H]3OC(=O)[C@H](O)C34[C@H](C(C)(C)C)[C@H]5O)[C@@]12O (stereo partly drawn)
    1507 | 1828
> CCCCC1C(=O)NC(=S)NC1=O
    1397 | 1962
> NCCCCCC(=O)OC1N=C(c2ccccc2Cl)c2cc(Br)ccc2NC1=O (stereo not drawn)
    1489 | 1557
> N#CCCn1cc(C(=O)Nc2ccc([N+](=O)[O-])cc2)c(-c2ccc3c(c2)OCCO3)n1
    1513 | 1723
> COc1ccc(/C=C2/C(=O)NC(=O)N(Cc3ccco3)C2=O)cc1
    1521 | 1754
> CCc1ccc(OCC(=O)N2CCN(Cc3ccc4c(c3)OCO4)CC2)cc1
    1599 | 1805
> C[N+](C)(C)c1ccccc1
    1329 | 1521
> O=C(NCCCn1ccnc1)C(Cl)(Cl)Cl
    1514 | 1819
> COc1ccc(C)cc1NC1=NCCCS1
    1645 | 2006
> CN(C)C(=O)Oc1c(Cl)cc(Cl)c2cccnc12
    1527 | 1725
> CN1CCN(c2nc3ccccn3c(=O)c2C=C2C(=O)N(C)C(=O)N(C)C2=O)CC1
    1568 | 1674
> O=C1NC(=O)N(CCC2=CCCCC2)C(=O)/C1=C\c1cccs1
    1544 | 1781
> CN(C)C(CNC(=O)Cc1c(Cl)cccc1Cl)c1ccccc1 (stereo not drawn)
    1323 | 1755
> Cc1nn(Cc2ccccc2)c(C)c1C(=O)NC1CCCc2ccccc21 (stereo not drawn)
    1800 | 1725
> Cc1ccc(-n2c(O)c(C=NCCN(C)C)c(=O)[nH]c2=O)cc1
    1669 | 2180
> N#CCN1CCN(c2ccc(C(F)(F)F)cc2)CC1
    1521 | 1790
> Cc1nnc2n1-c1ccc(Cl)cc1C(c1ccccc1)=NC2
    1483 | 1999
> COc1nc2ccccc2c(=O)n1-c1ccc(C)cc1
    1457 | 1791
> CCC(=O)c1ccc(OC)c(OC)c1
    1711 | 1744
> COc1cc2c(cc1OC)C(C(=O)N(C)C1CCCCC1)C1CCCCN1C2=O (stereo not drawn)
    1527 | 1829
> Cc1ccc(O)c(C(=O)c2cc(C(=O)NCc3ccccc3)c(=O)n(Cc3ccccc3)c2)c1
    1505 | 1609
> O=C(O)CCn1cc(C=C2C(=O)NC(=S)NC2=O)c(-c2cccc(Cl)c2)n1
    1507 | 1622
> O=C(c1cc(F)ccc1F)C1CCCN(Cc2cccc(Cl)c2)C1 (stereo not drawn)
    1729 | 1609
> CNC(=O)Oc1cccc(-c2cn3cc(Cl)ccc3n2)c1
    1374 | 1761
> Cc1ccc(Cn2cc(C=O)c(-c3ccc(C)cc3)n2)cc1
    1441 | 1631
> COc1cccc(OCC(=O)N2CCN(C)CC2)c1
    1704 | 1826
> Cc1sc2ncn(CC(=O)N3CCC4(CC3)OCCO4)c(=O)c2c1C
    1508 | 1905
> Cc1ccsc1C(=O)C1CCCN(CCO)C1 (stereo not drawn)
    1555 | 1937
> O=C1NC(=O)C(=Cc2ccc(N3CCN(C(=O)c4ccccc4)CC3)c([N+](=O)[O-])c2)C(=O)N1
    1546 | 1599
> NS(=O)(=O)c1ccc(N2CCNCC2)cc1
    1396 | 1797
> Cc1ccc(/C=C2\C(=O)NC(=O)N(CCc3ccc(F)cc3)C2=O)o1
    1618 | 2039
> CP(=O)(Nc1ccccc1)C(Cl)(Cl)Cl (stereo not drawn)
    1741 | 2138
> CCOc1ccc(N2C(=O)/C(=C\c3cccs3)C(=O)NC2=S)cc1
    1538 | 1530
> Clc1ccc2nc3c(c(-c4ccccc4)c2c1)CNCC3
    1762 | 1939
> O=C(CSC1c2ccccc2-c2ccccc21)N/N=C/c1ccc(C(=O)O)cc1
    1663 | 1741
> CN1CCN(C(=O)COc2ccc(N(C)S(=O)(=O)c3ccc(F)cc3)cc2)CC1
    1393 | 1657
> Cc1ccc(Cn2c(C)c3cnn(CC(=O)N4CCC5(CC4)OCCO5)c(=O)c3c2C)cc1
    1521 | 1667
> O=C(c1ccc(N2CCCCCC2)c([N+](=O)[O-])c1)N1CCC2(CC1)OCCO2
    1733 | 1554
> Nc1nonc1C(=O)N/N=C/c1ccc([N+](=O)[O-])o1
    1444 | 1774
> CCCC[N+]12CCC(CC1)C(=C(c1ccccc1)c1ccccc1)C2
    1776 | 2037
> CCN(CC)C(=O)c1ccc(NC(=O)COc2ccc([N+](=O)[O-])cc2Cl)cc1
    1445 | 2023
> OC(CCNCCc1c[nH]c2ccccc12)C(F)(F)Cl (stereo not drawn)
    1745 | 1689
> COc1cccc(CCNCc2ccc(SC)cc2)c1
    1639 | 2034
> CN(C)CC1CSCCC1(O)c1ccc(C(F)(F)F)cc1 (stereo not drawn)
    1675 | 1772
> Cc1cccc(N2C(=O)NC(=O)/C(=C/c3ccc(N4CCOCC4)cc3)C2=O)c1
    1759 | 1776
> O=C(Nc1c(F)cc(F)cc1F)c1cccn(Cc2ccccc2)c1=O
    1452 | 1916
> Cc1cccc(N2C(=O)NC(=O)/C(=C\c3ccc4c(c3)CCCN4Cc3ccccc3)C2=O)c1
    1484 | 1983

Screening data as filed in PubChem BioAssay.
